Screens deposited in PubChem BioAssay by several laboratories.
LMPTP inh: LMPTP (human) inhibition; P24666; recombinant LMPTP-A, OMFP fluorogenic substrate, fluorescence intensity; inhibition, % at 20 µM; 360,000 compounds, 0.22% hits; AID 651560;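 active = compounds that cut the enzyme signal by at least half of the control window in the single-dose screen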;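 also: plate controls were DMSO wells with enzyme plus substrate for no effect and substrate without enzyme for full effect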
Target sequence (P24666 whole entry, looked up): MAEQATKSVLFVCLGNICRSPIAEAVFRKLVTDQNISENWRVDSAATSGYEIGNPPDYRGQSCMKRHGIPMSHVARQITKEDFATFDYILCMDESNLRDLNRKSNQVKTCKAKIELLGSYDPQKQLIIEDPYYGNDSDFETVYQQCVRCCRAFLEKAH
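Test system: LMPTP-A phosphatase enzyme. Amount: LMPTP-A at 0.625 nM final in the reaction. Reagent: OMFP substrate, 400 µM final. Times: 50 min at room temperature. Signal: endpoint fluorescence intensity from OMFP dephosphorylation. Read-out basis: % inhibition. Benchmarks: no-enzyme and uninhibited controls.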
Scp1 inh: Scp-1 (human) phosphatase inhibition | Q9GZU7 | inhibition, % at 20 µM | AID 493091 | 340,000 compounds, 0.88% hits | Recombinant Scp1, phosphopeptide, malachite green phosphate absorbance;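 active = inhibition above about 50% at 20 µM, limit read from the data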;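 also: plate controls were DMSO wells with enzyme for no effect and wells lacking enzyme for full effect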
Target sequence (Q9GZU7 76-261 limits assumed): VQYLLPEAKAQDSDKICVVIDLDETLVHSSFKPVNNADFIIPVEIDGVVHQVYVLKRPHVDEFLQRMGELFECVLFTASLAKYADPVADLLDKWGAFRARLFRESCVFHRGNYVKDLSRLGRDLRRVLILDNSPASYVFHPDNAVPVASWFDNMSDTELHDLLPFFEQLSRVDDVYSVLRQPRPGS
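System: truncated SCP-1 phosphatase (76-261aa); medium: Tris acetate buffer pH 5.5 with MgCl2 and Tween-20; incubation: 45 min room-temperature reaction, 5 min colour, 30 min stabiliser; compound: single 20 µM dose, 1% DMSO; reagent: Phosphorylated 17-residue peptide substrate; read-out: % inhibition at 20 µM; technique: colorimetric free-phosphate detection, absorbance 630 nm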
Tb MetRS inh: Trypanosoma brucei MetRS inhibition. purified T. brucei MetRS, ATP depletion, Kinase-Glo luminescence. 360,000 compounds, 0.4% hits. inhibition, % at 11.9 µM;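 active = inhibition above a per-plate cutoff of the control wells' mean inhibition plus 3 SD, cut at about 5.5% in these data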;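 also: 0% = DMSO wells median and 100% = median of wells with control inhibitor compound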
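Assay system: T. brucei methionyl-tRNA synthetase, purified | Medium: HEPES buffer with MgCl2, KCl, DTT, spermine, BSA, pyrophosphatase | Compound: 11.9 µM single point | Incubation: 15 min enzyme-compound preincubation, 2 h reaction, 10 min detection, 25 °C | Measured by: Kinase-Glo luciferase luminescence reporting remaining unconsumed ATP | Measure: % inhibition normalized to control-well medians | Replication: Singlicate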
SKN-1 inh: C. elegans SKN-1 inhibition; C. elegans VP596 Pgst-4::GFP/RFP ratio, acrylamide-induced, 24 h; inhibition, % at 21.8 µM; 360,000 compounds, 0.49% hits; AID 624304;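 active = interference check ratio from 0.5 to 1.5 plus GFP to RFP signal ratio inhibition reaching or exceeding a fixed threshold, cut at about 30% in these data, passing the limit was not always enough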; also: some compounds called inactive have numbers as strong as hits
STEP block: blocks human striatal-enriched tyrosine phosphatase | P54829 | recombinant STEP, OMFP fluorogenic substrate, fluorescence | inhibition, % at 20 µM | 360,000 compounds, 0.25% hits | AID 588621;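 active = inhibition at 20 µM, scaled per plate between control wells, above about 37%, limit read from the data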;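 also: 0% = DMSO with enzyme and substrate and 100% = substrate only without enzyme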
Target sequence (P54829 whole entry, looked up): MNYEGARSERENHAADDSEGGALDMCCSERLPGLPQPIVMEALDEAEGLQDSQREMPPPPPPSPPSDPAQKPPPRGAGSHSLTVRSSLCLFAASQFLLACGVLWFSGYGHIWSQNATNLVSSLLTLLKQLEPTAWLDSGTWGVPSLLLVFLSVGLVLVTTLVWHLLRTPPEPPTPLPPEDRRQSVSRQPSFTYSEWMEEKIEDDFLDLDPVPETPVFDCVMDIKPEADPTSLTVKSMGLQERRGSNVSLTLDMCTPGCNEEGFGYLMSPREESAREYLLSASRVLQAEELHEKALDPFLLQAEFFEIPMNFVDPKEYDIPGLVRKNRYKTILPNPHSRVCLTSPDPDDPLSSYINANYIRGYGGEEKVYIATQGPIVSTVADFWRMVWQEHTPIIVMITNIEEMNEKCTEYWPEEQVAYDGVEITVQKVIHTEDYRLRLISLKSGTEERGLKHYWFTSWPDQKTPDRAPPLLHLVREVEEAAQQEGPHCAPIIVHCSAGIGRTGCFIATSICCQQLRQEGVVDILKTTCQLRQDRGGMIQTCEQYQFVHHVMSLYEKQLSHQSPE
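Also added – OMFP at 25 µM · Test system – STEP tyrosine phosphatase · Technique – FITC-channel fluorescence of OMFP product · Schedule – 20 min at room temperature, dark · Evaluation – control-normalized % inhibition with plate pattern correction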
SUMO1-SIM PPI: alters human SUMO1 binding to SIM partners; SUMO1 binding to a labelled peptide, TR-FRET, 1 h; 360,000 compounds, 0.33% hits; inhibition, % at 20 µM; P63165; AID 602429; in the data active = inhibition above about 37%
Target sequence (P63165 whole entry, looked up): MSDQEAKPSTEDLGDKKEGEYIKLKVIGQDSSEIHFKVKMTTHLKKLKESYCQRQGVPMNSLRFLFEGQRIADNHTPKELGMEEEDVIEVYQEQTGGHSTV
NadD block: inhibitors of Staphylococcus aureus NadD; purified NadD enzyme, colorimetric absorbance read-out; inhibition, % at 20 µM; 360,000 compounds, 0.78% hits; AID 602399; in the data active = inhibition above about 26%; also: some compounds past the cut are filed as inactive
Neddyl block: cullin neddylation inhibition; TR-FRET cullin neddylation, biochemical; calls only at 25 µM; 360,000 compounds, 0.58% hits; AID 651699; in the data active = inhibition above about 36%
DNMT1 inh: blocks human DNA methyltransferase DNMT1 | P26358 | DNMT1 molecular beacon, Hinp1I cleavage, fluorescence | inhibition (reported as % activation of signal), % at 10 µM | 360,000 compounds, 0.83% hits | AID 588458; in the data active = inhibition above about 50%
NRP1-CendR mod: alters CendR peptide binding to human NRP-1. 360,000 compounds, 0.85% hits. inhibition, % at 25 µM. FAM-RPARPAR peptide binding to NRP-1, fluorescence polarization. O14786;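 active = inhibition or corrected inhibition above about 18%, plus a signal ratio from 0.5 to 1.5, limit read from the data, passing the limit was not always enough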; also: strong numbers were not always called active
Starred values were filed as active, the others as inactive; i = inactive; . = no result given; + = active, no number.

SMILES	LMPTP inh	Scp1 inh	Tb MetRS inh	SKN-1 inh	STEP block	SUMO1-SIM PPI	NadD block	Neddyl block	DNMT1 inh	NRP1-CendR mod
O=C(Cn1cnc2ccccc2c1=O)NCC1COc2ccccc2O1 (stereo unspecified)	-3.6	1	-0.3	0	-3	-3	0	i	2	8
O=Cc1ccc(N2N=C(c3ccccc3)CC2c2ccccc2)cc1 (stereo unspecified)	3.3	-13	-1.5	-15	1	-9	1	.	-3	-7
Cc1cccc(C)c1Nc1nnc(SCC(=O)Nc2cc(S(=O)(=O)N3CCCCC3)ccc2Cl)s1	1.1	-4	-0.4	-8	-1	-7	6	i	-3	26*
CCc1cc2c(=O)c(-c3ccc4c(c3)OCCO4)coc2cc1OS(C)(=O)=O	3.3	-5	0.1	3	-1	-5	-3	i	-7	13
c1cc2c(cc1CN1CCN(C3CCCCCC3)CC1)OCO2	-3.0	-10	-0.5	20	1	7	-9	i	-3	-9
COc1ccc(/C=C/C(=O)Nc2ccccc2Cl)cc1S(=O)(=O)N1CCOCC1	-1.3	-4	-0.8	-9	0	-4	-7	i	-3	2
O=C(Nc1ncccc1Cl)c1cc2ccccc2o1	-0.9	-9	0.0	6	-3	0	-2	i	-1	6
COC(=O)[C@H](C)N(Cc1ccc(Cl)c(Cl)c1)S(=O)(=O)CCNC1CCCC1	-0.4	1	0.5	12	0	2	-3	i	1	-9
COc1cc(N=c2c([N+](=O)[O-])nn(-c3ccc4c(c3)OCCO4)n2O)cc(OC)c1	0.9	-10	-0.6	9	-1	-16	-4	i	-14	13
COc1ccc2oc(=O)c(C(=O)Nc3ccccc3O)cc2c1	0.4	-13	-0.5	-1	-1	-3	-5	i	3	-3
COc1ccc2nc(N3CCOCC3)cc(C)c2c1	0.5	-7	-0.4	9	0	1	3	.	3	5
CC(=O)Nc1ccc(C(=S)NCc2ccco2)cc1	0.7	-7	0.0	-2	4	-2	-1	i	-6	0
COc1ccc(NS(=O)(=O)c2ccc3[nH]c(=O)[nH]c3c2)cc1OC	0.5	2	-0.4	6	1	-3	14	i	4	8
CCC(=O)c1c(NCCc2ccccc2)cc(C)oc1=O	-0.5	4	-0.8	13	-1	3	-7	i	2	-11
CCOC(=O)c1c(NC(=O)c2ccc(N3C(=O)C4C5C=CC(C5)C4C3=O)cc2)sc2c1CCCC2 (stereo unspecified)	4.2	-14	-0.6	19	-5	-7	26	.	-6	-11
COc1ccc(C(=O)NNC(=O)C(=O)N2CCCCC2)cc1OC	1.3	-7	-0.4	-1	1	-4	-5	i	1	3
Cc1ccccc1S(=O)(=O)NC(=NCc1ccc(F)cc1)c1ccccc1	0.0	-8	-0.2	-3	0	3	-4	i	-5	14
CC(=O)Nc1ccc(NC(=O)C(C)OC(=O)c2c(C)nn(-c3ccccc3)c2Cl)cc1 (stereo unspecified)	0.5	-11	-0.2	-3	-4	2	-3	i	-5	-14
CC1CN(C2CCN(C(=O)c3cccc(Cl)c3)CC2)CC(C)O1 (stereo unspecified)	-3.5	-5	-0.1	9	0	-2	-2	i	-3	-6
CCN(CC)S(=O)(=O)c1cccc(C(=O)N[C@H](C(=O)NC2=NCCS2)C(C)C)c1	-1.9	-10	-0.2	3	-4	0	-1	i	66*	4
O=C(CCCCC(=O)NCc1cccs1)NCc1cccs1	-2.4	-4	0.1	3	0	1	4	i	3	4
N#C/C(=C\c1ccc(-c2ccccc2Cl)o1)C(=O)Nc1nc2ccccc2s1	4.0	-3	-0.3	9	1	13	19	i	88*	-28
COc1cc(NC(=O)c2ccc(Cl)cc2Cl)ccc1-c1cc2ccccc2oc1=O	3.9	-4	-0.1	-2	-1	2	18	i	66*	-6
COc1ccccc1Nc1ncc(C(=O)N2CCC(C(N)=O)CC2)c2ccccc12	0.5	-10	-1.5	-10	-2	-3	-1	i	-13	9
Cc1ccc(S(=O)(=O)Nc2nc3ccccc3nc2NCC2CCCO2)cc1 (stereo unspecified)	-1.4	-10	-0.1	-10	-2	0	-2	+	-1	5
SMILES	LMPTP inh	Scp1 inh	Tb MetRS inh	SKN-1 inh	STEP block	SUMO1-SIM PPI	NadD block	Neddyl block	DNMT1 inh	NRP1-CendR mod
COc1ccc(/C(C)=N/NC(=O)CNC(=O)c2ccncc2)cc1	0.2	-2	0.0	-5	-1	-2	2	i	0	-8
CNS(=O)(=O)c1ccc(NC(=O)c2cc(-c3ccncc3)nc3ccc(Cl)cc23)cc1	1.1	-1	-0.4	-1	0	-4	5	i	20	-11
Cc1ccc(S(=O)(=O)Nn2cnnc2)cc1	-1.3	-13	2.4	-7	-2	3	-3	i	0	7
O=C(NCc1ccc2c(c1)OCO2)C(=O)NC1CCCCC1	-0.1	-6	-0.3	14	-3	-2	-2	i	5	4
Cc1nn2c(NCCOCCO)c3c(nc2c1-c1ccccc1)CCC3	0.9	-5	-0.4	28	-2	7	-9	i	-2	19
COC(=O)[C@@]12C[C@@H](CC(=O)N3CCN(C(=O)C4CC4)CC3)C(=O)N(Cc3ccco3)C1=CCC(C)(C)C2	-0.3	.	-0.2	-3	.	7	.	i	.	9
O=C(c1ccc2c(=O)n(-c3ccccc3)c(=S)[nH]c2c1)N1CCCCC1	-2.2	-5	-0.1	-8	-3	-4	-7	i	3	-3
CC1CCN(c2nc(-c3cccnc3)nc3scc(-c4ccccc4)c23)CC1	7.6	19	0.0	15	6	-5	11	i	1	-9
COc1ccc(CNC(=O)C(CCSC)NC(=O)c2ccco2)cc1 (stereo unspecified)	-1.8	-6	-0.1	-8	-6	-1	-1	i	2	-4
Cc1noc(C)c1CCC(=O)N1CCCC(N2CCN(c3ccc(F)cc3)CC2)C1 (stereo unspecified)	-1.3	1	0.2	0	1	1	3	i	86*	12
COc1cccc(OCC(O)CNC(C)c2ccccc2)c1 (stereo unspecified)	-0.7	-1	-0.2	27	-3	6	-5	i	0	9
O=C(NCc1ccco1)C1CC(c2ccccc2C(F)(F)F)=NO1 (stereo unspecified)	-1.0	-4	0.2	-9	-1	5	7	i	3	-13
O=C(O)[C@H](CO)Nc1ncnc2sc3c(c12)CCC3	-1.7	9	-0.6	-2	-5	2	-19	i	4	6
COc1cccc(-n2cnc3sc4c(c3c2=O)CCC4)c1	-0.4	-6	0.1	4	1	-7	-8	i	-2	-3
COc1cc(-c2ccc3c(=O)c4ccccc4n(C)c3c2)cc(OC)c1OC	3.2	-8	-0.2	-1	3	-19	-14	i	-9	10
CN(CC(=O)Nc1nc2ccc(F)cc2s1)S(=O)(=O)c1ccc(Cl)cc1	1.8	-5	-0.4	-9	-3	3	-6	i	-8	-9
Cc1ccc(N/C=C/C(=O)c2cccs2)cc1	1.2	-5	-1.0	42*	4	-9	9	i	-2	3
CN(C)S(=O)(=O)c1cccc(COC(=O)c2ccc3c(c2)OCO3)c1	-0.1	-12	-0.6	-2	0	1	-12	i	-2	10
Cc1ccc(C)c(SCC(=O)NC(=O)Nc2ccc3c(c2)OCCO3)c1	-0.2	-5	-0.4	-1	-2	-3	-10	i	4	0
C=CCn1cnc2c(nnn2Cc2ccc(F)cc2)c1=O	-0.4	-8	-0.2	-1	2	-1	-9	i	2	-3
O=C1C=CC(=NN=C(c2ccccc2)c2ccccc2)C=C1	3.0	.	-0.9	8	-1	3	5	.	-34	9
Cc1ccc(NC(=O)c2ccc(NS(=O)(=O)c3c(C)noc3C)cc2)cc1C	1.5	-6	-0.6	4	-3	1	-11	i	1	9
CCOc1cc(N2CCOCC2)c(OCC)cc1NC(=O)CN1CCSC1=O	-0.2	10	-0.3	1	2	0	-2	i	5	7
Cc1ccc(NC(=O)CN(C)C2CCCCC2)cc1Cl	-2.1	-3	-0.2	20	1	1	-3	i	1	4
COCC(N)(c1ccccc1)c1nc2ccccc2n1C (stereo unspecified)	0.5	-5	-0.8	-17	0	3	10	i	3	-4

Only Neddyl block (three entries from above):
Compound | Neddyl block
O=C(NCc1ccco1)C1CC(c2ccccc2C(F)(F)F)=NO1 (stereo unspecified) | i
COC(=O)[C@@]12C[C@@H](CC(=O)N3CCN(C(=O)C4CC4)CC3)C(=O)N(Cc3ccco3)C1=CCC(C)(C)C2 | i
COc1cccc(OCC(O)CNC(C)c2ccccc2)c1 (stereo unspecified) | i

(continued)
SMILES	LMPTP inh	Scp1 inh	Tb MetRS inh	SKN-1 inh	STEP block	SUMO1-SIM PPI	NadD block	Neddyl block	DNMT1 inh	NRP1-CendR mod
COc1cc(OC)c(NC(=O)C2CC(=O)N(c3ccc4c(c3)OCCO4)C2)cc1Cl (stereo unspecified)	-0.4	-8	-0.4	14	-4	9	-4	i	-5	-6
Cc1nc2cccnc2nc1C	-1.1	22	0.2	5	-2	-3	-3	i	0	13
COc1cccc(C2Nc3ccccc3NC3=C2C(=O)CC(C)(C)C3)c1 (stereo unspecified)	-1.4	-2	-0.3	0	0	6	-1	i	2	17
Cc1cc(NC(=O)CSc2ccnc(=O)[nH]2)no1	0.0	-2	-0.4	18	3	5	0	i	1	-21
CCC1(C)NC(=O)N(CC(=O)Nc2sc3c(c2C(N)=O)CCC3)C1=O (stereo unspecified)	-0.1	18	0.3	26	2	9	1	i	17	-2
O=C(O)c1cc2nc3c(c(C(F)(F)F)n2n1)CCCC3	-0.1	-1	-0.7	-17	0	2	-6	i	0	2
Cc1occc1C(=O)NNC(=O)Nc1ccc([N+](=O)[O-])cc1	-1.2	-9	0.0	4	0	-18	-5	i	-5	4
CCCOc1cccc(C(=O)N2CCN(C(=O)C3CCCO3)CC2)c1 (stereo unspecified)	-0.3	-3	-0.5	12	3	5	0	i	-2	-4
COc1ccc(-c2nn(Cc3ccccc3)cc2C(=O)N2CCN(c3ncccn3)CC2)cc1	1.0	-5	0.0	-6	8	4	3	i	-2	-19
COc1ccc(NS(=O)(=O)c2ccc(O)c(NC(=O)c3cc4c(C)nn(-c5ccc(F)cc5)c4s3)c2)cc1	3.4	16	-0.3	9	-2	12	47*	.	97*	-18
CCC(C)NC(=O)c1ccccc1NC(=O)CN(c1ccc(OC)cc1)S(C)(=O)=O (stereo unspecified)	-0.1	-3	-0.4	0	-3	1	5	i	0	4
Cc1cc(C)n(CCNC(=O)c2cc(COc3c(F)cccc3F)on2)n1	-0.9	0	-0.7	-14	-2	2	-5	i	1	4
CCCC(=O)NNc1c2ccccc2nc2ccccc12	1.1	-4	1.1	12	-2	-5	-2	i	4	-1
O=C(NC(=S)N1CCCC(O)C1)c1ccco1 (stereo unspecified)	-1.3	-2	-0.4	-22	-2	1	2	i	2	5
